tim10-1 inh: inhibits growth of tim10-1 mutant yeast; AID 463190; 330,000 tested, 2.2% active; S. cerevisiae tim10-1 ts strain growth, BacTiter-Glo, 24 h; inhibition, % at 20 µM;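 active = inhibition of at least 40%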;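 note: mutant grown at 25 °C; 0% = DMSO wells with yeast and 100% = wells holding no yeast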
tim23-1 inh: tim23-1 yeast growth inhibition. S. cerevisiae tim23-1 growth, BacTiter-Glo luminescence, 24 h. inhibition, % at 20 µM. 330,000 tested, 1.3% active. AID 463212;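 active = growth inhibition of the mutant yeast at or above 50%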;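 note: temperature-sensitive mutant grown at 25 °C; plate controls were DMSO-treated mutant yeast for no effect and medium wells lacking yeast for full effect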
697 NFkB inh: lowers PMA/ionomycin-induced NF-kB signal in 697 B cells | 697 B-cell NF-kB luciferase reporter, 16 h | inhibition, % at 4 µM | 330,000 tested, 0.33% active; in the data active = inhibition above about 35%
Jurkat NFkB inh: inhibitors of the PMA/ionomycin-induced NF-kB reporter in Jurkat cells | PMA/ionomycin-induced NF-kB luciferase reporter, luminescence | inhibition, % at 4 µM | 330,000 tested, 0.53% active; in the data active = inhibition above about 50%
UPR XBP1 act: activators of adaptive arm of unfolded protein response (XBP1); CHO-XBP1 luciferase reporter, IRE1-XBP1 UPR activation, luminescence; percent of tunicamycin response, DMSO as zero; activation, % at 20 µM; 330,000 tested, 0.33% active; AID 463104;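 active = versus positive control, 20 µM dose yields 30% or more activation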;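 note: 100% = tunicamycin at 10 µg/mL and 0% = DMSO only wells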
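Material: CHO cell line with stable XBP1 luciferase reporter; buffer or medium: F12 medium containing 10% fetal bovine serum; compound: single point, 20 µM final compound, 1% DMSO; incubation: 6 h treatment, 37 °C; measured by: glow luminescence from Steady-Glo reagent; evaluation: activation, % of tunicamycin; control set: tunicamycin high, DMSO low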
UPR CHOP act: activators of apoptotic arm of unfolded protein response (CHOP); CHO-CHOP luciferase reporter, UPR activation, luminescence; percent of tunicamycin response over DMSO baseline; activation, % at 10 µM; 330,000 tested, 0.34% active; AID 449763;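 active = at 10 µM dose, activation of 40% or more, normalized to positive control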;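 note: 100% = tunicamycin at 10 µg/mL and 0% = DMSO alone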
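measured by = luciferase luminescence | assay system = CHO-CHOP cells, stable luciferase reporter of PERK-eIF2a-CHOP signalling | amount = 500 reporter cells seeded per well | timing = 6 h compound exposure at 37 °C after overnight seeding | controls = positive tunicamycin 10 µg/mL, negative DMSO alone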
TIM10 inh: inhibits growth of TIM10 yeast strain. S. cerevisiae TIM10 strain growth, BacTiter-Glo luminescence, 24 h. inhibition, % at 10 µM. 330,000 tested, 1.4% active;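 active = inhibition of 40% or more at the single tested concentration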;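 note: wild-type TIM10 isogenic control strain grown at permissive 25 °C; 0% = DMSO yeast wells and 100% = minimal medium wells without yeast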
Mdm2-MdmX inh: human Mdm2/MdmX binding inhibition; O15151+Q00987; SaOS-2 split-luciferase Mdm2/MdmX complementation, luminescence; inhibition, % at 8 µM; 330,000 tested, 3% active;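 active = inhibition of at least 50% at 8 µM in the primary screen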
Target sequence (O15151 whole entry, looked up): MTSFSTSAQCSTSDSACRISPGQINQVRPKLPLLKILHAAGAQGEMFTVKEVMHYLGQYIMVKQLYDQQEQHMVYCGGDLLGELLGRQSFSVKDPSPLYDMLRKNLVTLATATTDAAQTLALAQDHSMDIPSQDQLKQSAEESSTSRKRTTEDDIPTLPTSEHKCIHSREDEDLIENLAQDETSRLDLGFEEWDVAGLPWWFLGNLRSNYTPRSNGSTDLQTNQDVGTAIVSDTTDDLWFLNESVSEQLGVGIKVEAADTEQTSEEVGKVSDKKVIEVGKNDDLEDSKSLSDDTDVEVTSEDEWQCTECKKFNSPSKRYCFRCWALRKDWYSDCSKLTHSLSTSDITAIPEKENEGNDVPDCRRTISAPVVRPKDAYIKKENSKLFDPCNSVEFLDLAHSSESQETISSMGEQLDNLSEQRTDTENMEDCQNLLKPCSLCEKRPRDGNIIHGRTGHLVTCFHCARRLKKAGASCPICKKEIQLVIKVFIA
Target sequence (Q00987 whole entry, looked up): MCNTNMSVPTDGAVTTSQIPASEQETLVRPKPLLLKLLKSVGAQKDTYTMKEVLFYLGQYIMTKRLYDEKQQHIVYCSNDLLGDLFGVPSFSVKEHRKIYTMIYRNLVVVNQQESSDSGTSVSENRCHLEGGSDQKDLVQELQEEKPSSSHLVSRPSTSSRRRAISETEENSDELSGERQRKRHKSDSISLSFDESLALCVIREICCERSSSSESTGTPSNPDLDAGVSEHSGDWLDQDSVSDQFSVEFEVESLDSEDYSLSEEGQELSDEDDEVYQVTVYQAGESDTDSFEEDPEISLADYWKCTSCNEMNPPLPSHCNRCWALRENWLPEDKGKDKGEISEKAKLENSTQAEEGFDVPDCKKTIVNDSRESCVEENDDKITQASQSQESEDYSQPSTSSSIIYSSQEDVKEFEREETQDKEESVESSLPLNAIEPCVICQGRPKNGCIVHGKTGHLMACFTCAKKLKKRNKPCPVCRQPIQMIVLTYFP
An asterisk follows results filed as active.

Compound,tim10-1 inh,tim23-1 inh,697 NFkB inh,Jurkat NFkB inh,UPR XBP1 act,UPR CHOP act,TIM10 inh,Mdm2-MdmX inh
CCC(=O)N1c2ccc(S(=O)(=O)CCC(=O)Nc3ccc(OC)cc3OC)cc2CC1C (centres undefined),-1,16,1,3,-3,-0.9,11,-8
N#Cc1ccc(OCc2cccc(S(=O)(=O)N3CCOCC3)c2)cc1,9,8,11,-2,-2,1.2,-5,13
COC(=O)C1=C(NC(=O)COc2ccc3ccccc3c2)CCS1,4,-4,5,2,-1,0.2,15,21
CCc1ccc(N2CC(C(=O)NCC(C)(C)N3CCOCC3)CC2=O)cc1 (centres undefined),9,5,5,5,-2,-0.3,11,2
Cc1ccc(C(=O)N(CC#N)CC#N)cc1C,-19,-6,14,9,2,-1.1,-1,10
O=C(COC(=O)c1cc(=O)[nH]c2ccccc12)Nc1ccccc1F,-5,8,9,0,3,-1.1,6,0
Cc1ccc(C(c2nnnn2CCc2ccccc2)N2CCSCC2)cc1 (centres undefined),31,24,-7,2,0,-0.2,34,-4
CC1CN(C(=O)Cc2ccc(-c3ccccc3)cc2)CC(C)O1 (centres undefined),37,38,-7,4,-3,-2.1,17,-18
O=C(Oc1ccccc1N1CCOCC1)c1sccc1Br,32,22,-4,-11,0,-1.4,3,12
Cc1ccc(NC(=O)c2ccc(-n3cncn3)c([N+](=O)[O-])c2)cc1F,-6,7,-1,-6,-3,1.5,-7,14
COc1ccc(C(=O)Nc2ccc(OCC(=O)N3CCOCC3)cc2)c(OC)c1OC,5,2,-6,-10,-8,0.2,-3,13
O=C(Nc1ncn[nH]1)C(F)(F)C(F)F,-8,6,16,13,2,-0.7,1,6

Carrying on.
Compound,tim10-1 inh,tim23-1 inh,697 NFkB inh,Jurkat NFkB inh,UPR XBP1 act,UPR CHOP act,TIM10 inh,Mdm2-MdmX inh
O=[N+]([O-])c1ccc(N2CCN(Cc3ccc4c(c3)OCO4)CC2)nc1,23,21,-7,16,-1,-1.0,8,12
Fc1ccc(Nc2nc(Oc3ccccc3F)nc(N3CCCC3)n2)cc1,20,8,10,5,-1,2.9,8,18
CC(C)C[C@@H](CN1C(=O)C(=O)NC[C@@H]1CC(C)C)NC(=O)Cc1ccccc1,-5,12,12,7,2,0.3,-4,8
CCOc1ccccc1N(CC(=O)N1CCc2ccccc2C1)S(C)(=O)=O,15,15,5,-5,-3,0.2,-4,31
COc1nccc(NCc2ccccc2)c1C#N,8,7,18,2,-2,0.8,10,-24
O=C(c1cccc(S(=O)(=O)N2CCc3ccccc32)c1)N1CCCC(C(F)(F)F)C1 (centres undefined),30,20,7,3,4,-2.1,7,14
Cc1oc(-c2ccc(Cl)cc2)cc1C(=O)/C(C#N)=C/Nc1ccccc1,23,31,5,8,-3,0.2,18,62*
CCCNC(=O)c1c(C)cc(=O)oc1C,-8,11,18,8,-1,0.0,8,-19
CCOC(=O)c1c(C)nc2c(c1-c1ccccc1)C(=O)CC(C)(C)C2,10,16,3,-3,-1,-1.4,9,-9
O=S(=O)(c1ccc(Br)s1)N1CCN(c2ncccn2)CC1,5,8,-7,12,1,-0.2,-12,17
O=C1C2CCCN2C(=S)N1c1ccc(Cl)cc1 (centres undefined),8,-1,10,8,1,0.9,-10,20
CCOc1ccc(OCc2ccc(C(=O)NC(C)C)o2)cc1,-18,9,-150,-21,-5,2.8,-6,9

(further entries)
Compound,tim10-1 inh,tim23-1 inh,697 NFkB inh,Jurkat NFkB inh,UPR XBP1 act,UPR CHOP act,TIM10 inh,Mdm2-MdmX inh
Cc1ccc(NCC(=O)Nc2ccc(Br)cc2)cc1F,-9,21,-22,-7,1,-0.2,-8,4
Cc1cc(C)nc(N2CCC(C(=O)N3CCN(c4cc(Cl)ccc4C)CC3)CC2)n1,29,33,6,19,1,-1.2,47*,29
Cn1c(=O)oc2cc(S(=O)(=O)NCCC(=O)NCc3ccccc3Cl)ccc21,-23,3,-10,-1,-3,-0.4,6,16
C=CCN(CC=C)C(=O)CN1C(=O)NC(Cc2c[nH]c3ccccc23)C1=O (centres undefined),3,-1,10,6,-8,-1.2,2,-19
COc1ccc(C(=O)Nc2ncc(C)s2)cc1S(=O)(=O)N1CCOCC1,9,9,5,-16,-2,-0.4,12,-20
Cc1nc(N2CCOCC2)c2c3c(sc2n1)CCC3,34,7,-34,-8,-2,-1.5,-8,36
COc1ccc(CNc2nc3nc(-c4ccccc4)cc(=O)n3[nH]2)cc1OC,11,16,11,4,-6,-1.5,3,-2
O=S1(=O)NC(=NCCc2ccccn2)c2ccccc21,-13,-5,5,-15,-5,-0.2,-18,11
O=C(CCCCn1c(=O)[nH]c2ccccc2c1=O)NC1CCN(Cc2ccccc2)CC1,-7,-11,-7,-10,0,-0.6,-6,5
COc1ccc(NC(=S)Nc2ccccn2)c(OC)c1,19,13,-59,-51,2,4.8,28,-58
CCOCCCNC(=O)c1c(N)n(-c2ccc(S(N)(=O)=O)cc2)c2nc3ccccc3nc12,-6,-4,12,-14,-2,-1.3,-3,18
CCOC(=O)Cn1cnc2c(cnn2-c2ccc(OC)cc2)c1=O,0,13,-2,2,-4,3.6,-6,12

Part of the list above in order of formula weight, descending:
Compound,tim10-1 inh,tim23-1 inh,697 NFkB inh,Jurkat NFkB inh,UPR XBP1 act,UPR CHOP act,TIM10 inh,Mdm2-MdmX inh
Cc1cc(C)nc(N2CCC(C(=O)N3CCN(c4cc(Cl)ccc4C)CC3)CC2)n1,29,33,6,19,1,-1.2,47*,29
Cc1ccc(NCC(=O)Nc2ccc(Br)cc2)cc1F,-9,21,-22,-7,1,-0.2,-8,4
CCOC(=O)Cn1cnc2c(cnn2-c2ccc(OC)cc2)c1=O,0,13,-2,2,-4,3.6,-6,12

Continuation:
Compound,tim10-1 inh,tim23-1 inh,697 NFkB inh,Jurkat NFkB inh,UPR XBP1 act,UPR CHOP act,TIM10 inh,Mdm2-MdmX inh
CCOC(=O)CSc1nc2ccccc2n1CC(=O)N(C(C)C)C(C)C,18,22,8,5,0,0.5,15,9
Cc1ccc(NC(=O)CN(C)CC(=O)N(CC(C)C)c2c(N)n(CC(C)C)c(=O)[nH]c2=O)c(C)c1,7,10,13,4,-3,2.3,-2,13
CC(C)c1ccccc1NC(=S)N1CCN(S(=O)(=O)c2cccs2)CC1,-3,13,11,-9,1,-0.2,-3,16
Cc1ccccc1SCC(=O)NC1CCOC1=O (centres undefined),10,11,10,9,-3,-1.4,4,16
COc1ccc(C(C(=O)NC2CCCCC2)N(C(=O)c2sc(C)nc2C)c2ccc(C(C)=O)cc2)cc1 (centres undefined),0,6,10,15,-3,1.1,2,25
COc1ccc(OCc2cc(C(=O)N3CCN(C4CCCC4)CC3)no2)c(Cl)c1,43*,27,-70,-72,-2,14,22,-54
CCN(CC(=O)Nc1cccc(S(=O)(=O)N(C)c2ccccc2)c1)Cc1ccccc1,37,32,-15,-6,-3,-1.2,-3,14
CCOC(=O)c1sc(NC(=O)Cc2ccc(F)cc2)nc1C,26,38,4,10,2,4.1,35,16
CCOC(=O)CSc1n[nH]c(NC(=O)c2ccccc2)n1,16,6,12,9,-2,-1.9,-8,-4
O=C(CSc1nc2c(c(C(F)(F)F)n1)CCc1ccccc1-2)NCc1ccccc1,-7,3,6,5,-3,1.1,4,6
O=C(Nc1nc(-c2cccc3ccccc23)cs1)c1cnccn1,18,5,9,-3,0,1.0,15,14
COc1ccccc1CNC(=O)COc1ccc(S(=O)(=O)N2CCOCC2)cc1C,20,19,-5,0,4,0.3,24,-24

Going on with the list.
Compound,tim10-1 inh,tim23-1 inh,697 NFkB inh,Jurkat NFkB inh,UPR XBP1 act,UPR CHOP act,TIM10 inh,Mdm2-MdmX inh
CCOC(=O)c1c(NC(=O)CN2CCOCC2)sc2c1CCCC2,14,18,-29,-7,-1,1.5,-6,5
CS(=O)(=O)Nc1ccc(C2=NN(S(=O)(=O)c3ccccc3)C(c3cccs3)C2)cc1 (centres undefined),15,9,6,6,-1,-1.3,18,-4
CC1(C)CN=C(NC2CCCCC2)S1,9,11,7,-18,0,0.1,-9,-30
Cc1cccc(CCN2C(Nc3ccccc3)=NC[C@@H]2CC(C)C)c1,11,5,4,23,1,0.4,17,48
COc1ccccc1Nc1nc(N)nc(CN2CCN(Cc3ccccc3)CC2)n1,19,2,-18,-10,0,-3.1,-2,9
CCOC(=O)c1sc2nc(N3CCOCC3)c3c(c2c1N)CCC3,32,42,-31,-11,6,1.4,32,-46
COc1ccc(N2CCN(C(=O)CNC(=O)c3cccc(Br)c3)CC2)cc1,9,17,0,16,-1,1.4,11,35
O=C(C[C@H]1C/C=C\C[C@H](NC(=O)OCC2c3ccccc3-c3ccccc32)C(=O)O[C@@H](c2ccccc2)CNC1=O)NCCO,27,18,-8,-12,1,0.6,10,20
Cc1cccc(NC(=O)CN2C(=O)N/C(=C\c3ccc(N4CCOCC4)cc3)C2=O)c1,7,2,-82,-57,2,1.7,5,-4
Cc1sc2ncn(CC(=O)NCCCC(=O)N3CCC(C(N)=O)CC3)c(=O)c2c1C,-10,-6,1,7,3,1.4,-8,24
O=C(NCCC(=O)N1CCN(c2ccccc2F)CC1)c1ccco1,-4,-3,-21,-12,-2,0.3,-3,-27
Nn1c(COc2ccccc2F)nnc1SCC(=O)NC1CCCC1,-15,-5,-28,-1,-7,0.5,9,1

Continued:
Compound,tim10-1 inh,tim23-1 inh,697 NFkB inh,Jurkat NFkB inh,UPR XBP1 act,UPR CHOP act,TIM10 inh,Mdm2-MdmX inh
Cc1cccc(N2CCN(C(=O)CN3C(=O)C4CC=CCC4C3=O)CC2)c1C (centres undefined),6,9,-61,-13,0,4.2,-1,-20
COc1ccc(-c2cc(C)no2)cc1S(=O)(=O)Nc1cccc(CN2CCCC2)c1,0,8,-19,-6,-3,-2.1,8,12
O=C(CCCn1c(=S)[nH]c2ccccc2c1=O)NCc1ccco1,18,14,-14,-4,-1,-1.3,8,12
O=[N+]([O-])c1cccc(-c2nc3ccc([N+](=O)[O-])cc3[nH]2)c1,-5,14,-50,-41,4,2.5,-1,17
Cc1cc(C)cc(NC(=O)CSc2nnc(CNC(=O)c3ccco3)n2C)c1,-8,14,5,2,-1,-0.9,14,3
O=c1ccc2cc(S(=O)(=O)Nc3ccc(Br)cc3)ccc2o1,14,29,-14,-10,-3,0.7,9,6
O=C(Cn1ncc(Cl)c(Cl)c1=O)NC1CCS(=O)(=O)C1 (centres undefined),-8,0,-5,-2,-2,0.1,-7,13

Assay outcomes as filed in PubChem BioAssay.
